High-throughput results as filed in PubChem BioAssay.
STEP inh: STEP (human) phosphatase inhibition. P54829. recombinant STEP, OMFP fluorogenic substrate, fluorescence. inhibition, % at 20 µM. 360,000 compounds, 0.25% hits. AID 588621;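 active = inhibition at 20 µM, scaled per plate between control wells, above about 37%, limit read from the data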;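 also: 0% = DMSO with enzyme and substrate and 100% = substrate only without enzyme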
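Material: STEP (striatal-enriched tyrosine phosphatase) enzyme, cell-free | Medium: 50 mM Bis-Tris pH 6.0 with 2.5 mM DTT and 0.005% Tween 20 | Read-out: Percent inhibition scaled to no-enzyme and uninhibited-enzyme controls, plate-pattern corrected | Signal: Fluorescence read at 480 nm ex / 540 nm em | Times: 20 min reaction, room temperature, in the dark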
SKN-1 block: C. elegans SKN-1 inhibition; C. elegans VP596 Pgst-4::GFP/RFP ratio, acrylamide-induced, 24 h; inhibition, % at 21.8 µM; 360,000 compounds, 0.49% hits;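 active = interference check ratio from 0.5 to 1.5 plus GFP to RFP signal ratio inhibition reaching or exceeding a fixed threshold, cut at about 30% in these data, passing the limit was not always enough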; also: some compounds called inactive have numbers as strong as hits
CendR NRP1 mod: NRP-1/CendR interaction modulation; FAM-RPARPAR peptide binding to NRP-1, fluorescence polarization; inhibition, % at 25 µM; 360,000 compounds, 0.85% hits; AID 602438;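 active = inhibition or corrected inhibition above about 18%, plus a signal ratio from 0.5 to 1.5, limit read from the data, passing the limit was not always enough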; also: strong numbers were not always called active
NadD block: blocks S. aureus nicotinate mononucleotide adenylyltransferase; purified NadD enzyme, colorimetric absorbance read-out; inhibition, % at 20 µM; 360,000 compounds, 0.78% hits; in the data active = inhibition above about 26%; also: some compounds past the cut are filed as inactive
SUMO1 PPI mod: alters human SUMO1 binding to SIM partners; SUMO1 binding to a labelled peptide, TR-FRET, 1 h; AID 602429; 360,000 compounds, 0.33% hits; inhibition, % at 20 µM; in the data active = inhibition above about 37%
Target sequence (P63165 whole entry, looked up): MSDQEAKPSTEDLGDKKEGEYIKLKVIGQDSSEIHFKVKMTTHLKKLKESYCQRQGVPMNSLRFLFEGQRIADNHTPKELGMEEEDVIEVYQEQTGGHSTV
DNMT1 block: blocks human DNA methyltransferase DNMT1 | inhibition (reported as % activation of signal), % at 10 µM | 360,000 compounds, 0.83% hits | DNMT1 molecular beacon, Hinp1I cleavage, fluorescence; in the data active = inhibition above about 50%
Scp1 inh: blocks human Scp-1 phosphatase activity | Q9GZU7 | Recombinant Scp1, phosphopeptide, malachite green phosphate absorbance | 340,000 compounds, 0.88% hits | inhibition, % at 20 µM;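 active = inhibition above about 50% at 20 µM, limit read from the data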;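 also: plate controls were DMSO wells with enzyme for no effect and wells lacking enzyme for full effect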
Target sequence (Q9GZU7 76-261 limits assumed): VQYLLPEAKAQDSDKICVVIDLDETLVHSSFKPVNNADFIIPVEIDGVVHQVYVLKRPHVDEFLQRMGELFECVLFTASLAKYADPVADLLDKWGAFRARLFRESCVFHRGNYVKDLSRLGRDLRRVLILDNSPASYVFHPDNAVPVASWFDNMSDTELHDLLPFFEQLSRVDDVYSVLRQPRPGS
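Test system: SCP-1 catalytic domain; Buffer or medium: Acidic Tris acetate buffer with magnesium and detergent; Also added: Phosphorylated 17-residue peptide substrate; Compound: single 20 µM dose, 1% DMSO; Schedule: enzyme reaction 45 min at room temperature, colour 5 min, stabilisation 30 min; Signal: Phosphate-binding colour reagent, absorbance read at 630 nm.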
MT1-MMP act inh: inhibitors of human MT1-MMP activation; AID 651647; 360,000 compounds, 0.061% hits; HT1080 RFP-PRO-GFP cells, GFP/RFP ratio fluorescence, overnight; percent of plate control window, DMSO zero; GFP/RFP ratio change, % at 20 µM;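 active = GFP/RFP ratio change of at least 30% with cell ATP level not reduced by more than half and red fluorescence within 50% of control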; also: strong numbers were not always called active
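Assay system: RFP-PRO-GFP reporter HT1080 cells; read-out basis: GFP/RFP fluorescence ratio; benchmarks: DMSO wells and RFP-L50D-GFP cells; doses: 20 µM single dose, 1% DMSO; schedule: overnight cell settling, then overnight compound exposure, 37 °C, 5% CO2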
LMPTP block: blocks human LMPTP phosphatase; P24666; AID 651560; inhibition, % at 20 µM; recombinant LMPTP-A, OMFP fluorogenic substrate, fluorescence intensity; 360,000 compounds, 0.22% hits;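 active = compounds that cut the enzyme signal by at least half of the control window in the single-dose screen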;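 also: plate controls were DMSO wells with enzyme plus substrate for no effect and substrate without enzyme for full effect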
Target sequence (P24666 whole entry, looked up): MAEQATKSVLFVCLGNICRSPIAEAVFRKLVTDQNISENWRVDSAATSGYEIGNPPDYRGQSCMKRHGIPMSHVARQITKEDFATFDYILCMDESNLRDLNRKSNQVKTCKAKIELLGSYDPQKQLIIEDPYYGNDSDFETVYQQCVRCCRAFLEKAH
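Test system: LMPTP-A phosphatase enzyme. Amount: LMPTP-A at 0.625 nM final in the reaction. Reagent: OMFP substrate, 400 µM final. Times: 50 min at room temperature. Signal: endpoint fluorescence intensity from OMFP dephosphorylation. Read-out basis: % inhibition. Benchmarks: no-enzyme and uninhibited controls.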
Rpn11 inh: blocks the human proteasome subunit Rpn11. O00487. human 26S proteasome, Ub4-pepOG fluorescence polarization; 20S core pre-blocked with epoxomicin. 360,000 compounds, 0.59% hits. calls only at 20 µM. AID 588493;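 active = inhibition at 20 µM, scaled to each plate's controls, above about 33%, limit read from the data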
Target sequence (O00487 whole entry, looked up): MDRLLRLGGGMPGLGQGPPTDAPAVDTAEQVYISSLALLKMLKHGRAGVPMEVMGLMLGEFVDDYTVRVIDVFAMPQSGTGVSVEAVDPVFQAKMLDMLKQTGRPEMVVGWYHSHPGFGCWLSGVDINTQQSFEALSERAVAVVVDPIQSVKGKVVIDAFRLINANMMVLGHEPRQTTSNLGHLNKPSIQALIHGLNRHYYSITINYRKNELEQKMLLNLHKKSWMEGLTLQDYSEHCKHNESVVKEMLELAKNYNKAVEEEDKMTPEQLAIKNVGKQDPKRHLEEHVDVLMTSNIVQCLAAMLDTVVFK
Starred values were filed as active, the others as inactive; i = inactive; . = not tested or not shown. Compounds as they come; about 3.9% have a hit in one of these screens.

SMILES	NadD block	SUMO1 PPI mod	CendR NRP1 mod	LMPTP block	Rpn11 inh	STEP inh	Scp1 inh	SKN-1 block	MT1-MMP act inh	DNMT1 block
O=C(Nc1ccc(O)cc1C(=O)O)c1cccc(Br)c1	-7	16	7	-1.5	i	-4	-1	-14	4	2
COc1cc(C(=O)NCC(=O)NNC(=O)C2COc3ccccc3O2)cc(OC)c1OC (stereo not drawn)	7	7	-1	-1.1	i	-3	-2	0	2	1
COc1ccccc1C(=O)OCC(=O)c1cccc([N+](=O)[O-])c1	-4	-22	1	-1.6	i	1	-5	-2	6	1
CC(C)NC(=O)C1(C)CSCC(=O)N1CC(F)(F)F (stereo not drawn)	.	-4	-2	-1.1	.	.	.	-6	0	.
COC(=O)Cc1n[nH]c(=S)[nH]c1=O	5	-12	-12	-0.6	i	3	3	5	-2	7
Cc1cccc(NC(=O)/C(=C\c2cccs2)NC(=O)c2ccccc2)c1	0	-4	6	0.1	i	3	-21	-4	6	0
COc1ccc(OC)c(NC(=O)COC(=O)c2ccc(OC)c(S(=O)(=O)N3CCOCC3)c2)c1	-1	3	-16	-0.6	i	-3	-10	20	-3	3
O=[N+]([O-])c1ccc(O)c(/C=N/n2c(CO)nc3ccccc32)c1	6	-17	-10	0.7	i	-4	-7	-3	5	0
O=C(NC(=O)c1ccccc1Cl)C(=O)Nc1ccc(Cl)cc1	8	-3	7	-2.0	i	1	-4	-1	-1	-1
COc1ccccc1C(=O)N1CCN(S(=O)(=O)Cc2ccccc2)CC1	1	1	-5	-1.6	i	3	-4	-6	0	5
O=C(NCCN1CCOCC1)C1CC(=O)N(c2ccc(Cl)cc2)C1 (stereo not drawn)	0	-3	4	-1.4	i	-2	1	-14	0	0
Cc1ccc(F)cc1NC(=O)COC(=O)c1ccc2ncsc2c1	-8	12	-25	-1.3	i	0	-2	-17	-1	-5
CCOc1ccc2ncc(S(=O)(=O)c3ccccc3)c(N3CCN(c4ccccc4)CC3)c2c1	-1	-68	6	3.4	i	-1	-16	-10	-7	-4
Cn1c(NCCN(CCO)CCCc2ccc([N+](=O)[O-])cc2)cc(=O)n(C)c1=O	-1	-17	4	-2.7	i	-1	-11	4	0	-1
CN1C(=O)CSc2ccc(NC(=O)NCCC3=CCCCC3)cc21	-4	5	7	0.1	i	0	-12	-6	6	-10
COc1ccc(Cc2nnc(NC(=O)Nc3ccccc3)s2)cc1OC	-1	-3	12	0.9	i	-1	-6	8	0	-3
COc1cccc(SCc2noc(C(=O)NCCCN3CCOCC3)c2C(=O)NCCCN2CCOCC2)c1	-2	19	-12	-1.5	i	-3	-6	-23	4	-3
COc1ccc(N2CCN(S(=O)(=O)c3ccc(Br)s3)CC2)cc1	1	5	-5	-2.0	i	1	-9	-11	0	-2
O=C(NCc1ccccc1)c1cc(C2CCCN(C(=O)CCCc3ccccc3)C2)on1 (stereo not drawn)	0	1	-4	1.3	i	-2	.	12	-3	-2
Cc1cccc(NC(=O)C2(c3cccs3)CCOCC2)n1	-4	0	-4	-0.2	i	-1	-4	2	1	-1
CCOc1ncccc1C(=O)N1CCN(S(=O)(=O)c2ccccc2)CC1	-4	-1	2	-0.9	i	0	0	6	1	4
Nc1nc(N)nc(-c2ccccc2-c2nc(N)nc(N)n2)n1	4	0	14	1.0	i	-2	2	-3	1	0
O=P(O)(CP(=O)(c1ccccc1)c1ccccc1)c1ccccc1O	3	1	-2	-2.0	i	-4	-3	13	3	-1
CCN(CC)CCCN1C(=O)C(=O)/C(=C(/O)c2ccccc2)C1c1cc(OC)ccc1OC (stereo not drawn)	8	0	11	0.0	i	0	0	1	11	-1
CC(S(=O)(=O)c1ccccc1)S(=O)(=O)c1ccccc1	-4	0	-12	-1.5	i	-3	.	9	-1	0
C[C@@H]1CN([C@H](C)CO)C(=O)CCCn2cc(nn2)CO[C@H]1CN(C)C(=O)Nc1cccc(Oc2ccccn2)c1	4	-1	8	-0.4	i	2	.	-15	-6	1
CN(Cc1ccccc1)C(=O)Nc1ccccc1	-1	1	6	-0.6	i	-3	-2	12	2	-1
CC(=O)Nc1cc(ON=C(C)C)cc([N+](=O)[O-])c1	0	-2	1	-1.5	i	3	-3	2	0	1
CCOc1ccc(-n2ccc(=O)c(C(=O)Nc3ccc(S(=O)(=O)Nc4ncccn4)cc3)n2)cc1	1	-16	6	0.4	i	0	-3	-3	-1	1
CC1CCC2(CC1)NC(=S)N(c1ccccc1)N2 (stereo not drawn)	1	1	-12	-3.4	i	1	6	25	9	7
C=CCn1c(-c2cccnc2)n[nH]c1=S	-1	3	1	-1.9	i	-4	-6	-6	7	-1
O=C(c1cc(COc2ccc(F)cc2Cl)on1)N1CCCCC1c1cccnc1 (stereo not drawn)	-1	4	-2	1.0	i	0	13	14	3	-4
CCOc1ccc(NC2CCN(C(C)=O)CC2)cc1	-7	-2	-2	-0.9	i	-2	-17	-8	5	1
O=C(CC1(CC(=O)N2CCOCC2)CCCC1)Nc1ccc(F)cc1	0	3	15	-1.1	i	-3	-7	9	3	-2
COc1ccccc1CN(Cc1nc2ccccc2c(=O)[nH]1)C(=O)Nc1ccccc1	3	2	3	0.4	i	-2	-13	6	-6	-5
Cc1ccc(S(=O)(=O)N2CCCC(C(=O)Nc3ccc(NC(=O)c4ccccn4)cc3)C2)cc1 (stereo not drawn)	3	1	-12	3.5	i	-6	-1	-2	5	15
CC1Cc2ccccc2N1C(=O)CCS(=O)(=O)c1cccc2nonc12 (stereo not drawn)	-7	-34	16	-0.2	i	-3	-3	7	0	-1
CC(=O)c1ccc(OCC(=O)OC(C)C(=O)NC2CCCCC2C)cc1 (stereo not drawn)	1	3	-7	-0.9	i	-1	-11	22	-2	-3
Cc1ccccc1OC(C)C(=O)NC1CCCC1 (stereo not drawn)	8	4	11	-0.6	i	2	-5	8	-4	1
CCCCCCCC(=O)Nc1cc(C(=O)NCc2ccc(C)cc2)ccc1N1CCC2(CC1)CC(c1ccccc1)=NO2	15	4	5	5.6	i	3	-8	3	1	12
COc1ccc(CCN=C(N)NS(=O)(=O)c2ccccc2)cc1	-5	-1	8	-1.8	i	-1	-3	-11	-3	5
CCOC(=O)C1(C)CCN1C(=O)c1ccccc1Br (stereo not drawn)	-4	-1	4	-1.2	i	1	.	17	5	5
Cc1nc(S(=O)(=O)c2ccc(Cl)cc2)nc2c1CCC2	-1	2	0	0.0	i	-1	6	30	1	-2
Clc1ccccc1C(c1ccccc1)(c1ccccc1)n1ccnc1	12	11	11	2.5	i	0	-1	9	-13	3
CCCCN1C(=O)C(O)=C(C(C)=O)C1c1ccccc1[N+](=O)[O-] (stereo not drawn)	-1	-1	11	-0.5	i	3	-5	-2	-7	6
COc1ccc(NC(=O)Nc2cc(C(C)(C)C)on2)cc1OC	2	2	8	3.0	i	1	-13	21	-1	1
Cc1ccc(-c2csc(NC(=O)c3c(C)noc3C)n2)cc1C	3	-2	-6	1.4	i	2	-2	-8	4	-7
CCOC(=O)c1c(N)sc(C(C)=O)c1C	-6	-7	11	0.2	i	6	-8	12	4	-3
CCOC(=O)c1c(C(F)(F)F)nc2ncccn12	0	-1	7	-1.8	i	3	-9	-9	2	2
CC(=O)Oc1ccc2c(c1)OC(c1ccccc1)CC21CC(C)(C)NC(=S)N1 (stereo not drawn)	16	-1	17	-2.2	i	-1	13	10	.	1

Three compounds out of the list, sorted by count of non-hydrogen atoms, descending.
SMILES	NadD block	SUMO1 PPI mod	CendR NRP1 mod	LMPTP block	Rpn11 inh	STEP inh	Scp1 inh	SKN-1 block	MT1-MMP act inh	DNMT1 block
O=C(CC1(CC(=O)N2CCOCC2)CCCC1)Nc1ccc(F)cc1	0	3	15	-1.1	i	-3	-7	9	3	-2
CN(Cc1ccccc1)C(=O)Nc1ccccc1	-1	1	6	-0.6	i	-3	-2	12	2	-1
C=CCn1c(-c2cccnc2)n[nH]c1=S	-1	3	1	-1.9	i	-4	-6	-6	7	-1

Continued:
SMILES	NadD block	SUMO1 PPI mod	CendR NRP1 mod	LMPTP block	Rpn11 inh	STEP inh	Scp1 inh	SKN-1 block	MT1-MMP act inh	DNMT1 block
Cc1ccc(C)c(N2CCN(S(=O)(=O)c3ccc4c(c3)CC(=O)N4C)CC2)c1	23	2	5	2.1	i	3	-3	10	-2	-5
O=C(NCc1ccco1)c1ccc(CS(=O)c2ccccc2Cl)o1 (stereo not drawn)	2	4	16	-0.5	i	-1	.	-1	5	0
O=C(CCN1C(=O)COc2ccccc21)NCCCN1CCc2ccccc2C1	-4	-1	2	0.4	i	-4	2	-17	-4	-6
CCOC(=O)NC(=O)C(=CNc1cccc(C)c1)C(=O)NC(=O)OCC	2	3	-1	-0.9	i	-1	-5	0	-1	2
Cc1cccn2c(=O)c(/C=C(\C#N)S(=O)(=O)c3ccccc3)c(N3CCN(Cc4ccccc4)CC3)nc12	19	3	-8	2.8	i	4	10	0	1	-2
Cc1ccc(NC(=O)Cn2ccc([N+](=O)[O-])n2)cc1Cl	-6	-10	-7	-1.5	i	8	-12	-2	4	-1
O=C(Nc1ccc(OC(F)(F)F)cc1)c1[nH]ncc1[N+](=O)[O-]	3	-14	7	-0.2	i	-1	6	-3	-1	5
O=C(O)CCc1ccc(-c2ccc(Br)cc2)o1	1	1	-13	0.3	i	1	-8	10	-5	7
Cc1ccc(N=Cc2c(O)c3ccccc3oc2=O)c(C)c1	-30	-28	-14	-1.4	i	-2	-3	-18	-8	8
Cc1ccc(SCCC(=O)NCc2ccccn2)cc1	-5	2	1	-0.8	i	6	-3	1	-2	-2
COc1ccc(N2CCN(C(c3cccs3)C(C)NC(=O)c3ccco3)CC2)cc1 (stereo not drawn)	4	-1	8	-1.4	i	2	-6	16	3	-8
CCOC(=O)C1=C(CC)Nc2ccccc2N=C1NC(=O)c1ccc(OC)c(S(=O)(=O)N2CCCCC2C)c1 (stereo not drawn)	1	0	-11	0.5	i	2	-10	6	0	-1
O=C(NCc1ccccc1Cl)c1cnc2n(c1=O)CCS2	-5	3	16	-0.6	i	0	-9	0	3	-2
O=C(O)CCC(=O)Nc1ccc(C(=O)OCC(=O)c2ccc(Cl)cc2Cl)cc1	-5	5	13	-1.3	i	4	-11	-8	4	-2
